Screening results deposited in PubChem BioAssay by Sanford-Burnham Center for Chemical Genomics.
SENP8 block-1 – blocks the human protease SENP8; purified SENP8, Z-RLRGG-aminoluciferin cleavage, luminescence; Q96LD8; 330,000 tested, 1.2% active; inhibition, % at 10 µM; AID 2540; in the data active = inhibition above about 50%
Target sequence (Q96LD8 whole entry, looked up): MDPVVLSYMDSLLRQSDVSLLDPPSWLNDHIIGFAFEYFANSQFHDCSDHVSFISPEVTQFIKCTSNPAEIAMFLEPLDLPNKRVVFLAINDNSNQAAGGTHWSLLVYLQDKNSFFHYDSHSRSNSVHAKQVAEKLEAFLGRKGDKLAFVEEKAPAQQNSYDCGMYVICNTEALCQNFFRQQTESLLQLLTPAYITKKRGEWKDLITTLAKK
NALP3 yeast inh – NALP3 inhibition in yeast. 330,000 tested, 0.39% active. AID 2825. inhibition, % at 10 µM. Yeast reconstituted NLRP3/ASC/caspase-1, beta-gal luminescence, 24 h;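 active = inhibition of 50% or more; inactive = inhibition below 50%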;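 note: plate controls were induced DMSO wells for no effect and uninduced yeast grown without galactose for full effect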
SENP1 inh – inhibitors of human SENP1 SUMO protease catalytic domain; 360,000 tested, 0.21% active; recombinant SENP1 catalytic domain, CyPet-SUMO1-YPet FRET cleavage; AID 624204; Q9P0U3; inhibition, % at 10 µM;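 active = inhibition at least 30% at 10 µM, raw YFP signal under a set limit, fluorescence ratio 0.5 to 1.5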;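 note: 0% = enzyme with DMSO and 100% = no enzyme wells; some results filed as inactive read as strong as hits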
Target sequence (Q9P0U3 419-644 limits assumed): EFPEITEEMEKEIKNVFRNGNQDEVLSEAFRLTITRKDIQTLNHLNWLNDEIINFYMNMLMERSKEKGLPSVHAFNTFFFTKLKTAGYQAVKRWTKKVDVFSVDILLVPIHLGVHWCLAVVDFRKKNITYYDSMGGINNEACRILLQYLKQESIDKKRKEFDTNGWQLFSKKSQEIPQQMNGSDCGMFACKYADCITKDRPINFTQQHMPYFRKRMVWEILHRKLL
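Controls: no-enzyme wells low, DMSO-plus-enzyme wells high control. Test system: human recombinant His6-tagged SENP1 catalytic domain enzyme. Reagent: SFCypet-SUMO1-SFYpet FRET protein substrate, 25 nM final. Doses: one dose per compound, 10 µM, 0.5% DMSO. Detection: FRET, CFP and YFP emission. Timing: 50 min reaction at room temperature.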
SENP7 inh – SENP7 protease inhibition | 330,000 tested, 1.5% active | inhibition, % at 5 µM | Q9BQF6 | AID 434973 | recombinant SENP7, Z-RLRGG-aminoluciferin luminescence, 40 min;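 active = inhibition above about 50% at the single test dose, limit read from the data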;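 note: plate controls were DMSO with enzyme for no effect and no enzyme buffer wells for full effect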
HKDC1 inh – inhibitors of human hexokinase HKDC1; Q2TB90; recombinant HKDC1, G6PDH/diaphorase resazurin coupled fluorescence; inhibition, % at 20 µM; 340,000 tested, 0.16% active;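 active = inhibition above about 35% when tested at 20 µM, limit read from the data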;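 note: plate controls were DMSO wells with enzyme for no effect and DMSO wells lacking enzyme for full effect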
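Test system: recombinant HKDC1 (HK5) hexokinase enzyme, produced in-house / Doses: 20 µM test compound, 1% DMSO / Timing: 90 min, room temperature / Detection: G6PDH/diaphorase-coupled fluorescence, 1 mM NADP, 100 µM resazurin, 525/613 nm / Control set: DMSO wells with and without enzyme mix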
PfGluPho inh – PfG6PD (Plasmodium falciparum) enzyme inhibition; PfGluPho enzyme, NADPH resazurin-diaphorase fluorescence; inhibition, % at 20 µM; 350,000 tested, 0.78% active; AID 504690;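 active = inhibition reaching at least a set limit at 20 µM in the primary screen, cut at about 59% in these data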;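 note: 0% = DMSO wells with substrate and 100% = DMSO wells lacking glucose-6-phosphate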
SENP8 block-2 – SENP8 (human) protease inhibition. AID 602440. inhibition, % at 20 µM. recombinant SENP8, Nedd8 substrate fluorescence. 360,000 tested, 0.64% active. Q96LD8; in the data active = inhibition mostly above about 40%, no sharp cut-off; inactive = mostly below about 27%
Apaf-1 inh – inhibitors of human Apaf-1 apoptosome; O14727; reconstituted apoptosome caspase-3 activity, DEVD-Rh110 fluorescence; inhibition, % at 20 µM; AID 489030; 330,000 tested, 0.71% active; active = inhibition of at least 40% at 20 µM;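 note: plate controls were DMSO wells for no effect and DEVD-CHO caspase inhibitor wells for full effect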
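Medium: Hepes buffer, pH 7.5 / System: biochemical Apaf-1 apoptosome reconstitution / Measured by: Rh110 fluorescence, excitation 480 nm, emission 540 nm / Times: compound with Apaf-1, dATP, procaspase-3 30 min, then 50 min reaction, room temperature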
SENP6 block – inhibitors of human SENP6 protease. Q9GZR1. Recombinant SENP6 catalytic domain, aminoluciferin luminescence. inhibition, % at 10 µM. 330,000 tested, 1.8% active. AID 2599;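 active = inhibition above about 50% at the single tested dose, limit read from the data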;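 note: plate controls were DMSO wells with enzyme for no effect and DMSO wells lacking enzyme for full effect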
Target sequence (Q9GZR1 628-1112 limits assumed): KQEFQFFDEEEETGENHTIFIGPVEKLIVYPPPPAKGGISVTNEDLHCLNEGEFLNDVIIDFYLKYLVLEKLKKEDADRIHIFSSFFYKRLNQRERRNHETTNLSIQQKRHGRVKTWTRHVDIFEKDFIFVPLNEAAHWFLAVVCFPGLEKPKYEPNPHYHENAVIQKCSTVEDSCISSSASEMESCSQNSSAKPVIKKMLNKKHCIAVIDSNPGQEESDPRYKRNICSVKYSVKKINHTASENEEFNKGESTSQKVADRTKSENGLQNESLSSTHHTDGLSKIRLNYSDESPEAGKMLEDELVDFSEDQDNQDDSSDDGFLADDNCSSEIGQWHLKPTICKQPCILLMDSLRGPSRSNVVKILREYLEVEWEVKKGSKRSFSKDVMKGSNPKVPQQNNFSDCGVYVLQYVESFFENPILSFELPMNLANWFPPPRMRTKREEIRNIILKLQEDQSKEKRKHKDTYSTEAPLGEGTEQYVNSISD
Starred values were filed as active, the others as inactive; nt = not tested or not shown.

nr | smiles | SENP8 block-1 | NALP3 yeast inh | SENP1 inh | SENP7 inh | HKDC1 inh
1 | Cc1ccc(S(=O)(=O)CCc2nc3ccccc3[nH]2)cc1 | -7 | -7 | 0 | 9 | 0
2 | COc1ccc(CNC(=O)C(=O)NCC(c2ccco2)N2CCOCC2)cc1 (stereo not given) | -5 | 15 | 2 | 2 | -9
3 | Cc1ccc(NC(=O)c2ccco2)c(NC(=O)c2cccs2)c1 | -6 | 14 | 1 | -4 | -5
4 | COc1cccc(-n2c(N)cc(=O)nc2SCC(=O)N2CCN(c3ccccc3)CC2)c1 | 13 | -1 | 1 | -3 | -4
5 | COc1ccc(C(=O)N2CCN(c3ccc(NC(=O)c4cccs4)cc3)CC2)cc1 | -16 | 14 | 2 | -16 | -1
6 | Cc1ccc(NC2=NC(c3ccc(O)cc3)n3c(nc(C)cc3=O)N2)cc1 (stereo not given) | -9 | -3 | -26 | 0 | -3
7 | CCN(CC)S(=O)(=O)c1cccc(C(=O)Nc2ccccc2C(=O)N2CCOCC2)c1 | -4 | 0 | -1 | 5 | -9
8 | COc1ccccc1-c1nnc(NC(=O)c2ccc(S(=O)(=O)N(C)CC3CCCO3)cc2)o1 (stereo not given) | 10 | 13 | -1 | 2 | 5
9 | COc1cccc(N2CCN(S(=O)(=O)c3ccc4c(c3)NC(=O)CS4)CC2)c1 | -5 | 14 | 1 | -5 | -2
10 | Cc1cc(C(=O)COc2cccnc2[N+](=O)[O-])c(C)n1Cc1cccs1 | 2 | 13 | -4 | 5 | 12
11 | Cc1cc(C2=NNC(=NC3CCCCC3)SC2)c(C)n1-c1c(C)n(C)n(-c2ccccc2)c1=O | -1 | -4 | 0 | -2 | -12
12 | CCC(C)Sc1nnc(CNS(=O)(=O)c2ccc(F)cc2)n1C (stereo not given) | -8 | 14 | 0 | -9 | 3
13 | COc1cccc(CSc2nccn2C)c1 | -14 | 6 | 0 | -1 | -6
14 | Cc1ccc(NC(NC(=O)c2cccs2)C(Cl)(Cl)Cl)cc1 (stereo not given) | -2 | 21 | 5 | 6 | -2
15 | CC(C)NC(=O)CSc1ncccc1-c1nc2ccccc2[nH]1 | 7 | 14 | -16 | -1 | -1

nr | PfGluPho inh | SENP8 block-2 | Apaf-1 inh | SENP6 block
1 | 7 | 22 | 4 | -6
2 | 8 | 22 | 0 | 1
3 | -71 | 6 | -11 | -19
4 | -7 | 5 | 6 | -11
5 | -11 | 4 | 9 | -18
6 | 13 | -25 | -12 | -5
7 | -1 | 14 | 10 | -4
8 | -13 | 10 | 9 | -6
9 | 12 | 17 | 12 | -2
10 | 9 | 3 | -14 | 18
11 | -1 | 15 | 15 | -1
12 | -11 | 11 | 3 | -11
13 | -3 | 16 | -2 | -4
14 | -2 | 27 | 18 | -14
15 | -3 | -432 | 1 | 3

The last 2 records of the section above open the next one:
nr | smiles | SENP8 block-1 | NALP3 yeast inh | SENP1 inh | SENP7 inh | HKDC1 inh
14 | Cc1ccc(NC(NC(=O)c2cccs2)C(Cl)(Cl)Cl)cc1 (stereo not given) | -2 | 21 | 5 | 6 | -2
15 | CC(C)NC(=O)CSc1ncccc1-c1nc2ccccc2[nH]1 | 7 | 14 | -16 | -1 | -1
16 | COc1cc(OC)c(NC(=O)c2ccc(Br)o2)cc1Cl | -4 | 37 | 2 | 2 | 1
17 | Cc1ccc(C)c(NC(=O)NNC(=O)c2ccc3ccccc3c2O)c1 | -2 | 16 | -4 | 12 | 10
18 | O=C(CCc1ccccc1)Nc1nc2n(n1)C(c1ccc(Cl)cc1)CC(=O)N2 (stereo not given) | -7 | -3 | -1 | -9 | 6
19 | COc1ccc(Cl)cc1CNCCCSc1ncccn1 | -9 | 20 | -1 | -1 | -5
20 | Cc1ccc(C)c(NC(=O)CSc2nncn2C)c1 | 17 | 24 | 1 | -3 | -7
21 | O=C(NCc1ccccc1)C1CCCN(S(=O)(=O)c2cccs2)C1 (stereo not given) | -13 | 2 | 0 | -7 | -9
22 | Nc1ccc(N2CCCCC2)cc1N1CCCCC1 | 0 | 13 | 20 | 4 | 32
23 | CCCC1=NN(C(=O)CCc2ccccc2O)C(O)(C(F)(F)F)C1 (stereo not given) | 3 | 5 | 3 | 4 | -7
24 | O=C(CN(C(=O)c1cccc([N+](=O)[O-])c1)C1CCCCC1)Nc1ccc(Cl)c([N+](=O)[O-])c1 | -8 | 15 | 1 | -7 | -10
25 | CC1CC(C)CN(C(=S)Nc2ccc3nc4n(c(=O)c3c2)CCCCC4)C1 (stereo not given) | 4 | -9 | 2 | 3 | -13
26 | COc1ccccc1OCc1nc(C#N)c(NCc2ccco2)o1 | 0 | 6 | -5 | -1 | 6
27 | CNC(=O)COC(=O)c1cc(-c2ccco2)nc2ccccc12 | -2 | 19 | -21 | -5 | 13
28 | COC(=O)c1sc(-c2ccccc2)cc1NC(=O)c1ccc(F)cc1 | 3 | 14 | -3 | 7 | -7
29 | CC(C)(C)C(=O)COc1ccccc1[N+](=O)[O-] | 2 | 18 | 1 | 3 | -2
30 | Nc1nc(CN2CCN(c3ccc(F)cc3)CC2)nc(N2CCCc3ccccc32)n1 | -11 | 18 | 0 | 16 | 3

nr | PfGluPho inh | SENP8 block-2 | Apaf-1 inh | SENP6 block
14 | -2 | 27 | 18 | -14
15 | -3 | -432 | 1 | 3
16 | 28 | 7 | 13 | -29
17 | -43 | -439 | -4 | 0
18 | -20 | 15 | 23 | -26
19 | -9 | 16 | -8 | 12
20 | -2 | 12 | 4 | 9
21 | 4 | 19 | 1 | -19
22 | 49 | 34 | 33 | 1
23 | 4 | 17 | 16 | 0
24 | -4 | 9 | 23 | -7
25 | 2 | -85 | 4 | 0
26 | 3 | 3 | -5 | -13
27 | 42 | -428 | 5 | -19
28 | -1 | -387 | 0 | 10
29 | 0 | -1 | -8 | -4
30 | 4 | 5 | 15 | -4

(listing goes on)
nr | smiles | SENP8 block-1 | NALP3 yeast inh | SENP1 inh | SENP7 inh | HKDC1 inh
31 | CC(C)Cn1c(-c2cccc(S(=O)(=O)N3CCOCC3)c2)n[nH]c1=S | 5 | 18 | 1 | 5 | -4
32 | CN1CCN(S(=O)(=O)c2ccc3c(c2)CC(=O)N3C)CC1 | -5 | -1 | -1 | -7 | 6
33 | COc1ccc(CCNS(=O)(=O)c2ccc(Br)cc2)cc1OC | -11 | 14 | 2 | -2 | -2
34 | Cc1ccc(NS(=O)(=O)N2CCOCC2)c(C)c1 | 2 | 10 | 1 | 5 | -7
35 | O=C(NN=Cc1c(O)ccc2ccccc12)c1ccncc1 | nt | nt | -29 | nt | -24
36 | COc1cccc(-c2cc(C(=O)NCCN3CCOCC3)no2)c1 | -7 | 2 | 2 | -10 | -9
37 | O=C(O)/C(=C\c1ccccc1)c1ccc2ccccc2c1 | 0 | 12 | -4 | -4 | 3
38 | CC(=O)c1c(C)[nH]c(C(=O)N2CCc3ccccc3C2)c1C | 1 | -12 | 0 | 5 | 2
39 | COc1ccc(S(=O)(=O)N2CCC(C(=O)NCCc3ccccc3)CC2)cc1 | -9 | 31 | 2 | 5 | -3
40 | CC(C)(CNC(=O)c1cccs1)CNC(=O)c1cccs1 | -13 | -5 | 1 | 84* | 8
41 | C/C(=N\Nc1ccccn1)c1ccc(C#N)cc1 | -2 | 6 | 1 | 7 | -1
42 | Cc1cc(NC(=O)c2cccnc2)ccc1NC(=O)c1cc2ccccc2o1 | 1 | 17 | -1 | 2 | 6
43 | Cc1cccc(CN(C)C)c1CC(O)(c1ccccc1)c1ccccc1 | nt | nt | 3 | nt | -6
44 | O=S(=O)(c1ccc(NCCOCCO)nc1)N1CCCCC1 | -15 | -3 | -1 | -7 | -5
45 | CCCCCSc1nncc(=O)[nH]1 | -18 | -4 | 2 | -10 | -2

nr | PfGluPho inh | SENP8 block-2 | Apaf-1 inh | SENP6 block
31 | 39 | -4 | -5 | -8
32 | 0 | 20 | -15 | -14
33 | -12 | 26 | 0 | -5
34 | -9 | 0 | -6 | 7
35 | -40 | -24 | nt | nt
36 | -7 | 4 | -2 | -15
37 | -12 | -14 | -14 | -1
38 | 16 | 17 | -5 | -6
39 | -20 | 3 | 8 | -3
40 | -7 | -5 | -6 | -3
41 | 24 | 13 | 0 | 9
42 | 1 | 4 | 13 | -18
43 | 10 | 1 | nt | nt
44 | 0 | -7 | 13 | -10
45 | -14 | -3 | 13 | -17

Other records follow:
nr | smiles | SENP8 block-1 | NALP3 yeast inh | SENP1 inh | SENP7 inh | HKDC1 inh
46 | CC(OC(=O)Cc1c(F)cccc1Cl)C(=O)NC1CCCCC1C (stereo not given) | 4 | 20 | 2 | 0 | 4
47 | C=CCC[C@H](Cc1ccc(F)cc1)C(=O)OC[C@@H](C)NC(=O)[C@H](CC=C)CC(=O)NCCO | -19 | 2 | 1 | -2 | -7
48 | CCOC(=O)[C@H]1[C@H]2COc3ccc(Cl)cc3[C@@H]2N2C(=O)c3cc(F)ccc3NC(=O)[C@@]12C | -11 | 13 | 0 | 1 | 2
49 | Cc1ccc(C(C(=O)NC(C)(C)C)N(CC2CCCO2)C(=O)CCC(=O)Nc2ccccn2)cc1 (stereo not given) | 1 | -1 | 0 | 1 | 1
50 | CCNC(=S)NC1CC2CCCC(C1)N2Cc1ccco1 (stereo not given) | -4 | 18 | 2 | -5 | -12
51 | Cc1ccc(S(=O)(=O)N2CCN(C(=O)CSc3nnnn3C)C2)cc1 | -9 | 10 | 0 | 1 | 1
52 | COC(=O)C1=NN(c2ccccc2)C2(S1)SC(C(C)=O)=C(C)N2c1ccccc1 (stereo not given) | -2 | 13 | 2 | 1 | -10
53 | COc1cc(-c2nc3ccccn3c2NCC2CCCO2)ccc1O (stereo not given) | 8 | 12 | -5 | 4 | -9
54 | CC(NC(=O)c1ccco1)C(=O)N1CCN(c2cccc(Cl)c2)CC1 (stereo not given) | 8 | 3 | -1 | 7 | -1
55 | O=C1NC(=O)C2(COC(c3ccccc3Cl)OC2)S1 (stereo not given) | -1 | -6 | 0 | 2 | -5
56 | CCc1ccc(-c2cc(C)no2)cc1S(=O)(=O)NCc1ccc(OC)c(OC)c1 | 10 | 10 | 1 | -2 | -2

nr | PfGluPho inh | SENP8 block-2 | Apaf-1 inh | SENP6 block
46 | -9 | 17 | -4 | -7
47 | -7 | 17 | 8 | 2
48 | 0 | 10 | 20 | -14
49 | 12 | 10 | -4 | 6
50 | 0 | 9 | 0 | -29
51 | -7 | 26 | -3 | 12
52 | -8 | 7 | 27 | -6
53 | 11 | -307 | -13 | 24
54 | -1 | 14 | -4 | 10
55 | -5 | 8 | -14 | -11
56 | 6 | 14 | 0 | -4

Along the list, as entered above:
Nos. 20–23 in SENP1 inh: 1, 0, 20, 3
Nos. 20–23 in SENP8 block-1: 17, -13, 0, 3
Nos. 20–23 in HKDC1 inh: -7, -9, 32, -7
